sPLA2-III inh – Blocks human group III sPLA2 activity; hit rate 0.56% among 370,000; QFRET BODIPY PC-A2 liposome hydrolysis, fluorescence; Q9NZ20; inhibition, % at 12.2 µM;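 active = inhibition above mean plus 3 SD of compounds lying within the high and low control bounds, cut at about 19% in these data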;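 note: 0% = median of test compound wells and 100% = no enzyme DMSO wells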
DAX1 inh-1 – inhibitors of DAX1 repression of SF-1 activated StAR promoter; AID 652010; inhibition, % at 6.8 µM; hit rate 1.1% among 370,000; HEK293T StAR-luciferase reporter, SF-1/DAX-1 repression relief;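 active = inhibition above the mean over all tested compounds plus 3 SD, cut at about 3.6% in these data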;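 note: 0% = DAX-1 cells with DMSO and 100% = cells lacking DAX-1 with DMSO; higher inhibition means more luminescence from relief of DAX-1 repression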
GC-A act – GC-A (human) enzyme activation; HEK293 GC-A cells, cGMP TR-FRET, EC30 ANP; 0% at EC30 ANP, 100% saturating ANP; activation, % at 10 µM; hit rate 0.14% among 370,000; AID 1671463; in the data active = activation above about 40%
Target sequence (P16066 whole entry, looked up): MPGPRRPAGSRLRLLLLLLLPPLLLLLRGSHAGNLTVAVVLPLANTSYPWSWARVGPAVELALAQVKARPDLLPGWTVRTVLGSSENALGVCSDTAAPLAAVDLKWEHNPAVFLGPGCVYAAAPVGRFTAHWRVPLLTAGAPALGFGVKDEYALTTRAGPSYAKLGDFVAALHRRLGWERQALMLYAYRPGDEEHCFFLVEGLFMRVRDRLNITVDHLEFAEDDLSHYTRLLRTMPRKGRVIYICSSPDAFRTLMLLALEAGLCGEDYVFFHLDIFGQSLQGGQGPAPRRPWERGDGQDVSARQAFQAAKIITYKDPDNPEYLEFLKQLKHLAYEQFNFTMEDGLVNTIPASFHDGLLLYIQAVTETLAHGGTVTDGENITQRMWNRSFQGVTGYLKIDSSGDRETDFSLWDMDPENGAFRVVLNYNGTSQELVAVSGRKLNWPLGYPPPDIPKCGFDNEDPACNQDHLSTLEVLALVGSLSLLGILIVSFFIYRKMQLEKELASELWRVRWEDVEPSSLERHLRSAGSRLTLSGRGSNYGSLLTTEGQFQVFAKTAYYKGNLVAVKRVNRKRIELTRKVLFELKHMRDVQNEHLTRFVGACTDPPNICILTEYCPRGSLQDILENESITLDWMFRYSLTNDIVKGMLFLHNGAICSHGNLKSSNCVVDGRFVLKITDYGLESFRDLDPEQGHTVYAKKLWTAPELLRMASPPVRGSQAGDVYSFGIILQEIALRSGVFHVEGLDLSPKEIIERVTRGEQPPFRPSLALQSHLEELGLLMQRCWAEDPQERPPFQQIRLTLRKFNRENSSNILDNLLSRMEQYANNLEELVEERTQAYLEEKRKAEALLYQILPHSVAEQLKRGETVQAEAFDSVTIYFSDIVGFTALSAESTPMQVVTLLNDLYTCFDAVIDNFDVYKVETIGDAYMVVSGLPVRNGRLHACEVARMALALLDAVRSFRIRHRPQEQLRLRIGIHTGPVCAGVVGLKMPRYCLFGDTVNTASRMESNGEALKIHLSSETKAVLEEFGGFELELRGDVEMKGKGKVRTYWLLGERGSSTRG
hgDAF12 agonist – hgDAF-12 agonism, primary luciferase screen; AID 687014; HEK293 GAL4-hgDAF12 UAS-luciferase reporter, agonist luminescence; normalized to butyrate control; hit rate 1.8% among 370,000; activation, % at 6.8 µM;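 active = activation above a cutoff set at the mean of all screened compounds plus 3 SD, cut at about 10% in these data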;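 note: 0% = DMSO wells and 100% = sodium butyrate wells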
hcDAF-12 act – H. contortus DAF-12 activation, primary screen | HEK293 hcDAF-12 lit1-tk-luc reporter, luminescence; 0% DMSO, 100% Δ7-dafachronic acid | activation, % at 6.8 µM | hit rate 1.4% among 370,000 | AID 652067;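 active = activation above the mean of all tested compounds plus 3 SD, cut at about 5.5% in these data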;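 note: 100% = response to 3 µM Δ7-dafachronic acid high control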
FXN GAA850 act – activators of GAA850 frataxin (FXN) promoter; HEK293 lucGAA850 FXN promoter luciferase reporter, 24 h; percent of 10 µM SAHA response; activation, % at 6 µM; hit rate 0.56% among 360,000;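 active = activation above the average of all compounds screened plus 3 SD, cutoff fixed separately per campaign, cut at about 7.5% in these data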;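 note: 0% = DMSO wells and 100% = 10 µM SAHA wells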
SMARCA2 act – SMARCA2 function activation, primary screen | hit rate 1% among 370,000 | MG213 cells, MMTV-luciferase reporter, dexamethasone, overnight | activation, % at 9.1 µM; in the data active = activation above about 7.8%;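 note: 0% = vehicle wells and 100% = reference activator wells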
ssDAF12 agonist – activates DAF-12 receptor from parasite S. stercoralis | HEK293 ssDAF-12/GRIP1 lit1-tk-luc reporter, luminescence; % of 3 µM dafachronic acid response | activation, % at 6.8 µM | hit rate 1% among 370,000 | AID 652126;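 active = activation above the mean over all tested compounds plus 3 SD, cut at about 0.9% in these data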;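 note: 0% = DMSO-only wells and 100% = 3 µM delta7-dafachronic acid wells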
GC-B act – GC-B (human) receptor activation | hit rate 0.11% among 370,000 | AID 1920062 | P20594 | HEK293-GC-B cells, CNP EC30, cGMP TR-FRET; 0% at EC30 CNP, 100% saturating CNP | activation, % at 10 µM;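 active = activation at 10 µM reaching about 35% in either raw or pattern-adjusted values, limit read from the data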
ADAM10 inh – inhibitors of human ADAM10; recombinant ADAM10, EDANS/DABCYL FRET peptide cleavage, 3 h; inhibition, % at 7 µM; hit rate 0.62% among 370,000; AID 720582;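 active = inhibition above a per-campaign cutoff equal to the mean of compounds falling between control-based bounds plus 3 SD, cut at about 20% in these data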;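 note: 0% = DMSO wells while the 100% control is not disclosed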
DAX1 inh-2 – inhibits human nuclear receptor DAX1. HEK293 Gal4-DAX1 luciferase reporter, luminescence. inhibition, % at 6.75 µM. hit rate 0.99% among 340,000. AID 504766;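 active = inhibition above the mean over all tested compounds plus 3 SD, cut at about 4.2% in these data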;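 note: 0% = DAX1-transfected cells with DMSO and 100% = empty-vector control cells with DMSO; inhibition shows as a rise in luminescence from relieved DAX1 repression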
* marks the source's active call; other numbers are inactive results; · = not tested or not shown. Compounds as they come; 6.6% or so of the library scored in one or more.

SMILES	sPLA2-III inh	DAX1 inh-1	GC-A act	hgDAF12 agonist	hcDAF-12 act	FXN GAA850 act	SMARCA2 act	ssDAF12 agonist	GC-B act	ADAM10 inh	DAX1 inh-2
C[C@@H]1ON(C)[C@H]2C[C@H]3c4[nH]c5cccc(-c6ccccc6)c5c4CCN3C[C@@H]12	4	-0.4	3	1.0	0.1	·	-5	-0.8	0	-319	·
CC(C)=CCN1CCN(Cc2cc(C(C)C)n[nH]2)CC1CCO (centres undefined)	9	0.7	2	0.7	-1.4	-1.6	-4	-1.4	0	9	1.5
COCCNc1nc(Oc2ccc(NC(C)=O)cc2)c2sc(-c3ccccc3)cc2n1	-4	-0.3	1	0.8	-0.7	0.1	0	-1.3	-9	-2	·
C[C@@H]1CCCCO[C@@H](CN(C)S(=O)(=O)c2ccc(Cl)cc2)[C@@H](C)CN([C@H](C)CO)C(=O)c2cc(N(C)C)ccc2O1	8	0.7	3	0.3	0.7	-0.2	6	-1.3	2	0	1.5
CC1(C)CC(N2CCOCC2)=CC(=[N+]2CCOCC2)C1	3	0.5	3	-0.3	-0.2	0.3	2	-1.1	0	-2	2.3
COc1ccc(C(C)=O)c(OCC(=O)NCCC2=CCCCC2)c1	1	-0.6	1	-1.0	-3.6	1.0	-2	-1.7	-1	0	-0.5
N#Cc1c(-c2ccccc2)nc(-c2ccccc2)[nH]c1=O	4	-0.1	6	-1.6	-0.5	0.9	5	-0.8	-2	-3	0.1
O=C(CSc1ccc(Br)cc1)Nc1cccc(S(=O)(=O)N2CCOCC2)c1	-11	-0.3	0	3.2	-0.7	-1.2	-1	-1.7	2	5	-0.5
Cc1ccc(CSCC(=O)N(C)CC(=O)Nc2ccc(Br)cc2C)cc1	-8	-0.3	0	0.9	-0.9	2.1	-2	-1.2	2	-1	-1.2
COc1ccccc1NC(=O)Nc1nc(C(C)(C)C)cs1	-11	-0.1	-3	1.2	-1.4	6.9	-1	-1.7	1	7	-1.0
CCC(=O)N(Cc1cc2cc(C)c(C)cc2[nH]c1=O)C1CCCCC1	-2	0.9	-1	-1.1	0.1	1.2	0	-0.8	2	-20	0.2
COc1cc(OC)c(C(=O)O/N=C(\N)c2ccc(C)cc2)cc1OC	0	-0.1	6	-0.7	-0.4	0.9	4	-1.5	-6	-22	-0.7
COc1ccc2oc(=O)c(C(=O)NCc3ccco3)cc2c1	5	0.8	4	3.9	1.0	0.2	-4	-1.0	-1	-493	0.8
COCCN(C(=O)COC(=O)CCC(=O)c1cccs1)c1c(N)n(Cc2ccccc2)c(=O)[nH]c1=O	10	-0.9	2	0.1	-0.7	-1.7	-4	-1.1	0	-29	1.9
N#Cc1ccc(C2=CC(=O)C[C@H](c3ccc(Cl)cc3)C2)cc1	-14	0.1	-7	-2.4	-1.7	3.2	1	-1.3	-11	8	0.2
O=C(c1ccc(S(=O)(=O)Nc2ccccc2F)cc1)N1CCC1	-2	-1.1	-2	-0.4	-1.2	2.1	1	-1.1	-4	5	-1.6
COCCNS(=O)(=O)c1ccc(OCC(=O)N2CCc3ccccc3C2)c(Cl)c1	-16	-0.6	-1	-0.5	-1.9	1.4	-2	-0.5	4	-1	-0.6
O=C(CCS(=O)(=O)c1ccccc1Cl)Nc1ccc(S(=O)(=O)Nc2ncccn2)cc1	1	0.0	5	-4.4	-0.5	1.7	0	-1.2	5	5	2.9
NCCc1nnc(SCc2ccccc2Cl)o1	3	-0.4	1	-0.8	-1.3	0.7	-3	-0.8	1	1	·
CCOc1ccccc1-n1nnnc1SCC(=O)NC(=O)NCc1ccco1	-22	-0.5	-9	-2.2	-1.3	-2.9	1	-1.2	-2	5	1.8
C[C@@H]1OCN(C)[C@H]2C[C@H]3c4[nH]c5cccc(-c6cccc(F)c6)c5c4CCN3C(=O)[C@@H]12	0	0.5	-3	-1.1	-1.7	·	1	-1.6	-3	-80	·
CCN1CCN(c2nc3c(c(=O)n(C)c(=O)n3C)n2Cc2cccc3ccccc23)CC1	-5	-0.3	-2	-1.3	0.1	0.9	-1	-1.2	-6	4	1.1
CCN1C(=O)c2cccc3c(S(=O)(=O)NCCCN4CCOCC4)ccc1c23	3	-0.2	2	-0.8	-0.2	-0.3	0	-0.7	6	-273	0.2
CCCS(=O)(=O)N1CCC(C(=O)NCCCOC)CC1	3	-0.3	4	1.7	-0.5	-0.3	-1	-1.5	2	6	0.3
O=C(CN1C(=O)NC2(CCCCCCC2)C1=O)N1CCN(C(=O)c2ccco2)CC1	-3	0.4	0	2.1	0.9	0.2	3	-1.0	-2	10	-0.2
Other results follow.
SMILES	sPLA2-III inh	DAX1 inh-1	GC-A act	hgDAF12 agonist	hcDAF-12 act	FXN GAA850 act	SMARCA2 act	ssDAF12 agonist	GC-B act	ADAM10 inh	DAX1 inh-2
O=S(=O)(c1ccc(F)cc1)N1CC2CCCN2c2ccc(C(F)(F)F)cc21 (centres undefined)	-2	-1.2	-6	0.6	-0.6	1.0	-3	-1.7	-3	2	-0.4
Cc1ccc(C(=O)NNC(=O)Cn2nnc3ccccc32)cc1	0	-0.1	2	4.0	0.1	-0.8	0	-1.2	4	7	1.9
C=CCn1c(SC)nc2sc3c(c2c1=O)CCc1ccccc1-3	-2	-0.4	-7	-0.5	2.2	3.3	-3	-0.4	-6	11	0.4
CCCc1c(-c2ccc(Cl)cc2)ncn1CCc1ccccc1OC	-2	-1.6	-2	-1.7	-2.9	·	-9	-1.5	4	-7	·
O=C(CN1C(=O)NC2(CCCCCC2)C1=O)Nc1cccc(F)c1	13	0.5	1	0.0	-1.5	1.2	-3	-1.5	1	-7	0.1
CCOC(=O)C1=C(C)NC(=S)NC1c1ccc(C)s1 (centres undefined)	17	2.0	2	-1.4	1.1	1.7	-2	-0.9	1	5	0.7
NC(=O)C1CCN(C(=O)/C=C/c2ccccc2[N+](=O)[O-])CC1	3	-0.2	-1	10	1.7	1.4	-3	-1.1	-1	-3	-0.9
COc1ccc(NC(=O)C(OC(=O)c2cnccn2)c2ccccc2)cc1Cl (centres undefined)	-9	-1.9	-1	1.8	-0.5	2.7	4	-0.6	-6	3	0.1
O=c1[nH]c2cc(Cl)ccc2n(CCNc2ncc(C(F)(F)F)cc2Cl)c1=O	-5	0.1	-9	-1.7	0.0	-0.7	2	-1.2	-13	1	0.6
O=C(CSCc1ccccc1)N1CCN(c2ccccc2)CC1	1	1.3	1	3.7	0.3	3.2	3	-0.1	0	6	1.9
Cc1cc(C)n(C(=O)C2CCCN2S(=O)(=O)c2ccc(Cl)cc2)n1 (centres undefined)	-2	0.8	-2	-0.7	1.1	0.6	-1	-0.9	6	3	1.1
Cc1cc(C)n(-c2ccc(C(=O)N3CCN(S(=O)(=O)c4ccc(Br)cc4Cl)CC3)cc2)n1	-9	-1.6	-2	-0.7	-1.5	0.5	-3	-1.1	-8	5	-1.4
O=c1c([N+](=O)[O-])cn(Cc2ccccc2)c(=O)n1Cc1ccccc1	3	-3.2	-4	-9.1	-4.0	2.0	-4	-2.6	-2	-38	0.6
O=C1COc2ccc(C(=O)COC(=O)c3ccc(F)cc3Cl)cc2N1	-6	-0.6	34	-0.7	-1.2	-0.7	-2	-1.2	1	2	-1.5
C[C@H]1CCCCO[C@@H](CN(C)CC2CC2)[C@@H](C)CN([C@@H](C)CO)C(=O)c2cc(NS(=O)(=O)c3ccccc3)ccc2O1	0	0.5	3	-3.7	-1.6	·	-5	-1.2	4	-13	·
CCOC(=O)c1sc(C)nc1C1CCN(C(=O)OCC)CC1	-2	0.2	3	-2.0	-2.0	2.1	-2	-1.1	4	5	-0.1
O=C(OCc1nnc(-c2ccccc2)o1)c1ccc2c(c1)C(=O)N(CCc1ccccc1)C2=O	0	-0.4	-6	-0.8	-1.6	-0.2	-2	-0.9	1	11	-1.3
CC(C)(C)OC(=O)N1CCC[C@H]1c1nnc(SCC(=O)Nc2cccc(Cl)c2)o1	-7	-0.7	2	-1.9	-0.6	0.3	2	-0.7	-3	0	3.3
Cc1csc(SCC(=O)Nc2nccs2)n1	10	0.7	0	1.5	0.9	2.0	-1	-0.4	6	-9	1.1
CC(NC(=O)c1ccccc1Br)c1nnc(SCC(=O)NC2=NCCS2)n1C (centres undefined)	7	0.0	6	-1.8	0.6	1.1	-3	-0.9	4	-6	-0.1
CC[n+]1c(C=C2C=C(C)OC(C)=C2)sc2ccccc21	1	-3.9	-13	-14	-4.4	-4.7	-7	-2.7	-16	7	-2.9
Cc1ccc(S(=O)(=O)Nc2ccc(S(=O)(=O)N3CCOCC3)cc2)cc1[N+](=O)[O-]	-17	0.3	2	-0.3	1.0	1.9	5	-1.1	3	10	0.3
COc1ccc(CNC(=O)C2Cc3c(-c4ccccc4Oc4ccccc4)ccnc3O2)cc1OC (centres undefined)	-15	-3.0	-2	-2.9	-2.7	-3.5	-2	-1.2	3	9	·
Cc1nnc(SCC2=C(C(=O)O)N3C(=O)C(NC(=O)Cn4nc(C(F)F)c(Cl)c4C)C3SC2)s1 (centres undefined)	-6	0.3	-1	4.0	0.8	-2.5	4	-0.9	1	-3	-0.2
Cc1cc2nc(CCN(Cc3cccnc3)C(=S)Nc3ccc(F)cc3)[nH]c2cc1C	2	0.3	-2	1.4	0.7	-1.3	4	-1.6	-3	-1	-1.2
(listing goes on)
SMILES	sPLA2-III inh	DAX1 inh-1	GC-A act	hgDAF12 agonist	hcDAF-12 act	FXN GAA850 act	SMARCA2 act	ssDAF12 agonist	GC-B act	ADAM10 inh	DAX1 inh-2
Cc1ccc([C@H]2C[C@@H](O)[C@H](n3cc(-c4ccc(F)cc4)nn3)CN2C(=O)C2CCCCC2)cc1	-8	-2.2	-4	-1.0	-2.2	-3.4	0	-1.1	-3	12	1.7
Cc1cc(OCC(=O)OCC(=O)NCCN2C(=O)CSC2=O)ccc1Cl	-23	-0.6	-1	2.4	0.2	-0.9	5	-0.9	-7	-7	-0.5
O=c1c2sccc2nc(SCc2cc(=O)n3cc(Cl)ccc3n2)n1Cc1ccccn1	0	2.0	2	2.3	-0.7	1.6	-1	-1.1	6	-9	-0.5
Cc1cccc(NC(=O)c2nc[nH]c2C(=O)N2CCN(C(=O)OC(C)(C)C)CC2)c1	-12	-0.4	-6	0.0	-2.4	-2.4	-1	-0.8	-12	-6	2.6
CC(=O)c1ccc(Sc2ccc(C(C)=O)cc2)cc1	-4	0.6	-1	4.0	3.7	5.7	7	-1.4	-8	10	0.5
Cc1nn(CC(=O)N2CCOCC2)c(C)c1[N+](=O)[O-]	-1	-0.1	3	1.2	-0.7	0.3	0	-1.5	2	-7	-0.7
CCc1[nH]nc2c1C(Cc1ccccc1)C(C#N)=C(N)O2 (centres undefined)	-10	0.1	1	-2.1	-1.3	-1.7	-5	-1.8	-4	0	3.3
O=[N+]([O-])c1ccccc1/C=C/C1Nc2cccc3cccc(c23)N1	7	-1.9	-3	-1.8	2.5	·	0	-0.4	4	-4	·
